Screening data from PubChem BioAssay.
Integrin act MD: activates integrin-mediated alleviation for muscular dystrophy. alpha7betagal myoblasts, beta-gal FDG fluorescence, 48 h. Potency, µM (titrated, usually from 38.3 µM), without a hit: top-dose activation, most hits filed as activators. 0.064% of 350,000 active;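 also: potency is read from the fitted curve at half-maximal effect; 100% = response of the positive control SU9516; nearly all actives have a fitted effect of over 60% in size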
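Alpha7betagal+/- myoblasts (passage 13) were plated 16-24 hr, then exposed to compounds (1:260 dilution of DMSO stock) for 48 hours at 37C. After MPER lysis, β-galactosidase reporter activity was read as FDG fluorescence (ex 480/em 540) after 30 minutes.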
FBPA coupling cs: coupling enzyme interference in Giardia aldolase counter-screen; coupling enzyme system counterscreen, AmpLite Red fluorescence; activity change, negative = inhibition, % at 58.2 µM, hits read low; 0.67% of 290,000 active; AID 2472; in the data active = activity change below about -30%; also: % is scaled to controls: 0 for no effect and ±100 for the full control effect
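Final compound at 57.5 uM, incubated 10 min at RT with coupling enzyme reagent (glyceraldehyde-3-phosphate), then 20 min with substrate and AmpLite Red detection. Fluorescence read at 525/598 nm; tests interference with the coupling assay, not aldolase inhibition.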
A-T KAP1 phos: candidate therapy for ataxia-telangiectasia; Potency, µM (series often up to 57.5 µM), for inactives: at the highest dose activation, usual class: activators; 0.19% of 320,000 active; […] A-T fibroblasts, KAP-1 phosphorylation AlphaLISA; neocarzinostatin DNA damage 30 min before lysis; also: potency is read from the fitted curve at half-maximal effect; % of control where 0% means no effect; nearly all actives have a fitted effect of over 45% in size
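hTERT-immortalized A-T patient fibroblasts ([…]), 500 cells/well in OPTI-MEM, 1% FBS, got compounds for 60 min, then NCS for 30 min at 37C. Lysates were then assayed for phospho-KAP-1 by AlphaLISA (anti-pKAP1 donor, anti-KAP1 acceptor beads), 6 hr at 25C.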
ASM inhibitor: human S-ASM enzyme inhibition; placental ASM, HMU-PC fluorogenic substrate, 60 min; Potency, µM (series often up to 57.5 µM), without a hit: at the highest dose activity change, negative = inhibition, most hits filed as inhibitors; 0.006% of 340,000 active; AID 504937; also: potency is read from the fitted curve at half-maximal effect
Target sequence (P17405 47-631 limits assumed): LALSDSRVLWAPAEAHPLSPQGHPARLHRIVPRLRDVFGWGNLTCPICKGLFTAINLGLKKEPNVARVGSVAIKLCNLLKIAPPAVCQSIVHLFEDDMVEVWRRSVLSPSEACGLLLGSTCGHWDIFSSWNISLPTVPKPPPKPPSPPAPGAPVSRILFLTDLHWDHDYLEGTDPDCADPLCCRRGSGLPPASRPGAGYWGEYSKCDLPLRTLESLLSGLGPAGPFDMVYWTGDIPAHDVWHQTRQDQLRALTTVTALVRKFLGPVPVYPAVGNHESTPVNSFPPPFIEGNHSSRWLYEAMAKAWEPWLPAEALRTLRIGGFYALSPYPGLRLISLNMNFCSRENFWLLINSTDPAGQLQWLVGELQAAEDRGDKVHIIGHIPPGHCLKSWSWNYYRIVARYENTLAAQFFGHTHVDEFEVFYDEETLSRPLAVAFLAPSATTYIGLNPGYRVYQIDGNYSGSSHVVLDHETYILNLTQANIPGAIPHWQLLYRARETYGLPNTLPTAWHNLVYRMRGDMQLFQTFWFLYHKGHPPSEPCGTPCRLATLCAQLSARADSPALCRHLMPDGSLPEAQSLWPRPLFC
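Fluorescence read-out (Ex 386 nm, Em 447 nm) after stopping the reaction at pH 10. Enzyme: ASM from human placenta; substrate HMU-PC0, 9 uM final; 60 min, 37 °C. Compound preincubation 10 min, ambient temperature.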
CXXC DNA block: inhibitors of human MLL CXXC domain-DNA interaction; Q03164; MLL-CXXC / FITC-HOXA9 DNA fluorescence polarization; Potency, µM (doses to about 115 µM), for inactives: at the top dose activity change, negative = inhibition, usual class: inhibitors; 0.037% of 290,000 active; active = well fitted inhibition curve with a large enough effect in the polarisation, with a control signal flat, not every such curve was filed as active; inconclusive = small, poorly fitted or top-dose-only effect, or effect the other way, or a change in a side signal; inactive = no such curve, though single readings can be large or run the other way; the % refers to the polarisation; also: potency is read from the fitted curve at half-maximal effect
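Steps: dispense CXXC domain solution (7 uM) → pin compounds or unlabeled HOX-A9 DNA control → 5 min ambient → add FLSN-HOX-A9 solution (50 nM) → spin → 30 min ambient → fluorescence polarization. Tris pH 7.5/NaCl/DTT/BSA buffer.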
TRPV1 ag: human TRPV1 agonism; TRPV1-expressing cells, Fluo-8 calcium influx, agonist mode; AID 540275; activation, % at 8.33 µM; 0.19% of 320,000 active; in the data active = activation above about 80%; inconclusive = between about 30% and that limit; also: 0% is about no effect
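Fluo-8 calcium influx in TRPV1-expressing cells, kinetic read (ex 480/em 520 nm). Compound added and read 3 min for agonist activity, followed by capsaicin at EC20 final and 2 min further read for enhancement.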
hERG WT inh: inhibitors of human wildtype KCNH2 potassium channel | U2OS, BacMam KCNH2, thallium flux FluxOr; hits give low values | 0.37% of 340,000 active | activity change, % at 1.84 µM;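 active = maximum activity change below -70%; inconclusive = maximum activity change between -70% and -50%; inactive = maximum activity change above -50%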; also: % is scaled to controls: 0 for no effect and ±100 for the full control effect
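U2OS cells transduced with wild-type KCNH2 virus are loaded with FluxOr dye for 45 min, and thallium flux is measured in kinetic reads before and after stimulation buffer. Rate constants are normalized to DMSO controls.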
KCNH2 3.1 inh: inhibitors of human KCNH2 3.1 potassium channel isoform; U2OS KCNH2 3.1, thallium flux FluxOr; hits give low values; activity change, % (tested at about 1.8 µM); 0.95% of 340,000 active; AID 720553;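 active = maximum activity change below -70%; inconclusive = maximum activity change from -70% to -50%; inactive = maximum activity change above -50%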;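 also: thallium influx rate constant from kinetic fluorescence after stimulation buffer; % is scaled to controls: 0 for no effect and ±100 for the full control effect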
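U2OS cells transduced with KCNH2 3.1 mutant virus (1.77 x 10^8 /mL, 4 h), plated overnight at 37 C, loaded 45 min with FluxOr dye plus Red40 quencher. Thallium flux rate constant from kinetic reads after stimulation buffer, normalised to controls.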
MBNL1-CUG inh: blocks human MBNL1 binding to CUG repeat RNA. Q9NR56. TR-FRET MBNL1-His/biotin-(CUG)12 binding, 665/545 ratio. Potency, µM (highest dose often 57.5 µM), for inactives: at the top dose activity change, negative = inhibition, most hits filed as inhibitors. 0.036% of 280,000 active. AID 2675; active = well fitted inhibition curve with a large enough effect in the signal ratio, with a control signal flat, not every such curve was filed as active; inconclusive = small, poorly fitted or top-dose-only effect, or effect the other way, or a change in a side signal; inactive = no such curve, though single readings can be large or run the other way; the % refers to the signal ratio; also: potency is read from the fitted curve at half-maximal effect; % is scaled to controls: 0 for no effect and ±100 for the full control effect
Target sequence (Q9NR56 whole entry, looked up): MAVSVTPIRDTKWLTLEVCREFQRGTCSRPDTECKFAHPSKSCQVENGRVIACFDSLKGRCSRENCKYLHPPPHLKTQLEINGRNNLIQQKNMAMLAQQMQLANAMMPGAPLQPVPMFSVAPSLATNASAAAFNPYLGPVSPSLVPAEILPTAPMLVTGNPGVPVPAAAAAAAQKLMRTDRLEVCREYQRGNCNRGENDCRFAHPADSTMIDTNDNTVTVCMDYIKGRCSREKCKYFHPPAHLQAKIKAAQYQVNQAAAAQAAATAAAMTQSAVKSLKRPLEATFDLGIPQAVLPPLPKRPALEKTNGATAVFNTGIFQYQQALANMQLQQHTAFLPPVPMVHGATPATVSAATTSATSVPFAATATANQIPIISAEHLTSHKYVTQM
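TR-FRET between His-tagged MBNL1 and biotin-(CUG)12 RNA, detected with Tb anti-His antibody (0.055 ng/ul) and streptavidin-XL665 (5 nM), 60 min at room temperature. Compounds titrated 92 nM to 58 uM; 665/545 nm ratio normalized to buffer and complex controls.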
GALK inh: galactokinase (human) inhibition; P51570; Purified GALK, Kinase-Glo residual ATP luminescence; Potency, µM (doses to about 57.5 µM), inactives show at the top dose activity change, negative = inhibition, hits mostly inhibitors; 0.007% of 270,000 active; AID 1868; also: potency is read from the fitted curve at half-maximal effect; % is scaled to controls: 0 for no effect and ±100 for the full control effect
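Quantitative HTS: GALK 5 nM, ATP 35 uM, galactose 100 uM, 1 h room temperature, then luciferase-based ATP detection.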
The depositor's hits bear a star; ? = inconclusive; . = not tested or not shown; [ ] = dose if it differs, or a comment. Unless noted, calls follow the shape of the dose curve; as a rule, active = well fitted curve in the direction sought with a large enough effect; inconclusive = small, poorly fitted or top-dose-only effect, or another doubt; inactive = no such curve, though single readings can be large; an effect the other way counts as inactive or inconclusive.

SMILES	Integrin act MD	FBPA coupling cs	A-T KAP1 phos	ASM inhibitor	CXXC DNA block	TRPV1 ag	hERG WT inh	KCNH2 3.1 inh	MBNL1-CUG inh	GALK inh
COc1ccccc1C(=O)N(Cc1cccs1)C1CCS(=O)(=O)C1 (configuration not stated)	-1%	4	0%	0%	3%	2	-10	6	-2%	3%
CCOc1ccc(CN(C)CC(=O)NNC(=O)c2ccc(Cl)cc2)cc1OC	20%	3	1%	2%	-8%	4	37	-10	4%	0%
O=C(Nc1ccccc1C(=O)N/N=C/c1ccncc1)c1ccccc1	-14%	1	4%	-1%	1%	?	7	.	12%	19%
CC(=O)Nc1cc[n+](C(C)C(=O)c2ccc(Br)cc2)cc1 (configuration not stated)	-27%	2	3%	0%	12%	1	1	-15	-10%	14%
COc1ccc(C(=O)n2nc(C#N)c(C#N)c2N)cc1	?	-2	4%	4%	61%[activator]	1	2	-2	.	-1%
O=C(O)CCCn1ccc2cc(S(=O)(=O)N3CCCC3)ccc21	-1%	.	7%	0%	-2%	2	-4	-6	5%	-1%
Cc1ccc(C#N)c(SCc2ccccc2[N+](=O)[O-])n1	-19%	7	-2%	-3%	6%	-4	4	5	.	0%
CCN(CC)C(C(=O)Nc1ccc2c(c1)OCO2)c1ccccc1 (configuration not stated)	-5%	0	-4%	5%	7%	15	7	0	-2%	.
COc1cccc(OC(C)c2ccnc3nc(/N=C/N(C)C)nn23)c1 (configuration not stated)	15%	1	.	3%	12%	1	1	12	7%	-1%
Cc1cccc(NC(=O)CC2S/C(=N/c3nccs3)N(C)C2=O)c1 (configuration not stated)	14%	0	-1%	0%	18%	11	6	-1	7%	-2%
Cc1ccc(-c2nnc3ccc(SC(C)C(=O)O)nn23)cc1 (configuration not stated)	-8%	4	-4%	4%	14%	8	-7	-16	?	1%
O=C(NC12CC3CC(CC(C3)C1)C2)c1ccc(S(=O)(=O)N2CCOCC2)cc1	-28%	5	8%	1%	3%	?	2	-109*	-9%	-1%
COc1ccc(OC)c(CN2CCN(C(=O)CCC(=O)c3cccs3)CC2)c1	-13%	.	1%	4%	.	1	-3	4	.	.
CC(C)(C)Nc1c(-c2ccc(O)cc2)nc2ccc(Cl)cn12	22%	-2	-1%	57%[activator]	?	4	9	15	?	0%
CC(=O)Nc1ccc(Nc2c3c4c(cccc4n(C)c2=O)C(=O)c2ccccc2-3)cc1	-2%	-2	0%	-20%	-1%	6	-15	-13	?	-5%
COc1ccc(Nc2cccc(Cl)c2)c(C(=O)O)c1	17%	6	.	13%	9%	-6	2	-4	.	1%
O=C(C[C@H]1C/C=C\C[C@H](NC(=O)OCC2c3ccccc3-c3ccccc32)C(=O)OC[C@H](Cc2ccccc2)NC1=O)N[C@H](CO)Cc1ccccc1	-46%[inhibitor]	.	1%	-1%	.	.	-4	3	.	.
CCCCCn1ccc(=N)cc1	-45%[inhibitor]	-9	-3%	1%	-3%	-5	-6	-14	-12%	5%
Cc1nnn(C23CC4CC(CC(CC(=O)Nc5cccc(F)c5)(C4)C2)C3)n1	10%	-9	-2%	-1%	-4%	25	-7	15	-6%	0%
O=C(CN1C(=O)C2CC=CCC2C1=O)Nc1nccs1 (configuration not stated)	-3%	1	-4%	5%	-5%	-1	41	-2	-2%	-2%
Cc1ccc(OCc2nc(-c3ccc(-n4cccc4)cc3)no2)cc1C	-6%	-1	-5%	4%	17%	0	-1	8	-3%	2%
COCCNCC(=O)N1c2ccccc2Sc2ccccc21	-18%	0	-4%	3%	2%	4	0	19	-2%	0%
CCOC(=O)N1CCN(CC(O)COCc2ccccc2)CC1 (configuration not stated)	-8%	2	-2%	4%	3%	2	-5	6	3%	2%
C/C(=N\n1cnnc1)c1ccccc1	5%	0	1%	-1%	7%	-4	0	10	-21%	-1%
COc1ccc(C2/C=C\CC(OCc3ccccc3)CC(=O)N2Cc2cccc(F)c2)cc1 (configuration not stated)	3%	-3	17%	-11%	.	.	31	21	.	.
Later entries
SMILES	Integrin act MD	FBPA coupling cs	A-T KAP1 phos	ASM inhibitor	CXXC DNA block	TRPV1 ag	hERG WT inh	KCNH2 3.1 inh	MBNL1-CUG inh	GALK inh
CCOC(=O)c1ccc(NC(=O)CSc2n[nH]c(-c3ccncc3)n2)cc1	2%	0	-1%	4%	19%	-2	0	8	-13%	2%
COc1cc2cc(C(c3nnnn3C(C)(C)C)N3CCc4ccccc4C3)c(=O)[nH]c2cc1OC (configuration not stated)	-2%	-3	2%	87%[activator]	-2%	5	2	-3	19%	-4%
Nc1cc2c(cc1Cl)-c1ccc(Cl)cc1C2	6%	.	.	-15%	.	.	-4	3	.	.
COCc1cc(C)n(CC(=O)Nc2c(C)cccc2C)c(=O)c1C#N	17%	4	4%	-1%	9%	4	4	5	1%	0%
COc1ccc(CCn2c(C(C)C)nc3oc4ccccc4c(=O)c3c2=O)cc1	?	0	-11%	-2%	-1%	?	-2	-3	2%	-4%
COc1ccccc1/C=N/NC(=O)c1c(-c2ccccc2)noc1C	-31%	-34*	2%	-2%	6%	-1	2	9	-13%	0%
O=C(NCc1cccs1)c1ccc2c(c1)ncn2C1CCCC1	16%	1	2%	-1%	7%	1	11	2	-4%	-2%
CCOc1ccc(-c2nnn(CC#N)n2)cc1OC	19%	0	.	0%	3%	1	2	3	9%	0%
CCOc1ccc(-c2nnc3ccc(SCC(=O)N4CCN(c5ccccc5)CC4)nn23)cc1	-55%[inhibitor]	.	.	4%	.	.	3	-2	.	.
O=S(=O)(NC1CCCCC1N1CCOCC1)c1ccc(Cl)cc1 (configuration not stated)	13%	4	0%	3%	-5%	10	7	-10	13%	0%
Nc1nc(-c2ccccc2)c(CCCOc2ccc([N+](=O)[O-])cc2)c(=O)[nH]1	2%	.	.	1%	.	.	8	-20	.	.
S=C(Nc1cccc(Cl)c1)N1CCN(Cc2ccccc2)CC1	-13%	1	-6%	3%	-6%	25	15	6	-10%	0%
O=S1(=O)CCOC(CO)CN1Cc1ccc(Cl)c(Cl)c1 (configuration not stated)	8%	.	3%	3%	.	.	-11	-3	.	.
FC(F)(F)c1ccccc1NC(=S)Nc1cccc(Cl)c1	8%	2	0%	1%	?	2	1	-5	-2%	-1%
CC1(C)CC(=O)C(N=Nc2c(Cl)cc(Cl)cc2Cl)=C(O)C1	-20%	4	-1%	2%	5%	6	0	-9	11%	0%

Whole records, quoted from the list.
Results for `S=C(Nc1cccc(Cl)c1)N1CCN(Cc2ccccc2)CC1` → Integrin act MD: -13%; FBPA coupling cs: 1; A-T KAP1 phos: -6%; ASM inhibitor: 3%; CXXC DNA block: -6%; TRPV1 ag: 25; hERG WT inh: 15; KCNH2 3.1 inh: 6; MBNL1-CUG inh: -10%; GALK inh: 0%
Results for `COc1ccccc1/C=N/NC(=O)c1c(-c2ccccc2)noc1C` → Integrin act MD: -31%; FBPA coupling cs: -34*; A-T KAP1 phos: 2%; ASM inhibitor: -2%; CXXC DNA block: 6%; TRPV1 ag: -1; hERG WT inh: 2; KCNH2 3.1 inh: 9; MBNL1-CUG inh: -13%; GALK inh: 0%

Copied from the listing (eleven entries):
SMILES	Integrin act MD	FBPA coupling cs	A-T KAP1 phos	ASM inhibitor	CXXC DNA block	TRPV1 ag	hERG WT inh	KCNH2 3.1 inh	MBNL1-CUG inh	GALK inh
CCOC(=O)c1ccc(NC(=O)CSc2n[nH]c(-c3ccncc3)n2)cc1	2%	0	-1%	4%	19%	-2	0	8	-13%	2%
COc1cc2cc(C(c3nnnn3C(C)(C)C)N3CCc4ccccc4C3)c(=O)[nH]c2cc1OC (configuration not stated)	-2%	-3	2%	87%[activator]	-2%	5	2	-3	19%	-4%
Nc1cc2c(cc1Cl)-c1ccc(Cl)cc1C2	6%	.	.	-15%	.	.	-4	3	.	.
COCc1cc(C)n(CC(=O)Nc2c(C)cccc2C)c(=O)c1C#N	17%	4	4%	-1%	9%	4	4	5	1%	0%
COc1ccc(CCn2c(C(C)C)nc3oc4ccccc4c(=O)c3c2=O)cc1	?	0	-11%	-2%	-1%	?	-2	-3	2%	-4%
COc1ccccc1/C=N/NC(=O)c1c(-c2ccccc2)noc1C	-31%	-34*	2%	-2%	6%	-1	2	9	-13%	0%
O=C(NCc1cccs1)c1ccc2c(c1)ncn2C1CCCC1	16%	1	2%	-1%	7%	1	11	2	-4%	-2%
CCOc1ccc(-c2nnn(CC#N)n2)cc1OC	19%	0	.	0%	3%	1	2	3	9%	0%
CCOc1ccc(-c2nnc3ccc(SCC(=O)N4CCN(c5ccccc5)CC4)nn23)cc1	-55%[inhibitor]	.	.	4%	.	.	3	-2	.	.
O=S(=O)(NC1CCCCC1N1CCOCC1)c1ccc(Cl)cc1 (configuration not stated)	13%	4	0%	3%	-5%	10	7	-10	13%	0%
Nc1nc(-c2ccccc2)c(CCCOc2ccc([N+](=O)[O-])cc2)c(=O)[nH]1	2%	.	.	1%	.	.	8	-20	.	.
